IDH1 R132H inh: human IDH1 R132H inhibition; O75874; IDH1-R132H enzyme, NADPH consumption, diaphorase/resazurin fluorescence; Potency, µM (top dose mostly 76.6 µM), without a hit: top-dose activity change, negative = inhibition, most hits filed as inhibitors; 390,000 compounds, 0.093% hits; further: potency means the concentration at half of the fitted maximal effect; on the % scale 0 is the no-effect control and ±100 the full control effect; nearly all actives have a fitted effect of over 65% in size
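IDH1-R132H (0.5 ug/mL dispensed) in pH 7.5 Tris buffer was preincubated 30 min with compound, then given a substrate mix of 0.016 mM NADPH and 2 mM alpha-KG for 80 min at room temperature; remaining NADPH was read by diaphorase/resazurin fluorescence.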
TRHR ag: agonists of human TRH receptor. P34981. TRHR cells, calcium flux fluo-8, FDSS agonist mode. activation, % at 2 µM. 360,000 compounds, 0.18% hits; in the data active means activation above about 30%; further: 0% is about no effect
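In this calcium-flux screen, cells bearing human TRHR are dye-loaded with fluo-8, baselined for 10 cycles, then exposed to library compounds; positive kinetic calcium responses during the agonist phase mark hits, with TRH as control.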
TRHR PAM: allosterically enhances the human TRH receptor; 360,000 compounds, 0.66% hits; P34981; enhancement, % at 2 µM; TRHR cells, fluo-8 calcium fluorescence, EC20 TRH enhancement; in the data active means enhancement above about 30%; further: 0% is about no effect
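Enhancer read-out: after compound pinning and an initial kinetic agonist-mode read, an EC20 of TRH (10 nM final) was injected and fluo-8 calcium signal (Ex 480/Em 530) followed at 1 s/cycle for 100 cycles in TRHR-expressing cells.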
PI4K2A block: inhibitors of human PI4K2A; Q9BTU6; purified PI4K2A, ADP-Glo luminescence, 1 h; hits give low values; activity change, negative = inhibition, % at 76.9 µM; 420,000 compounds, 0.13% hits; in the data active means activity change below about -50%; inconclusive means mostly about -30% to -49%;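 further: -100% = wells without enzyme as full effect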
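In this quantitative HTS, ADP production by PI4K2A was quantified luminescently after 1 h at ambient temperature; 100 microM adenosine served as plate-quality control.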
USP1-UAF1 inh: blocks the human USP1/UAF1 deubiquitinase complex; AID 743255; recombinant USP1/UAF1, Ub-Rhodamine cleavage fluorescence; Potency, µM (top dose mostly 57.1 µM), for inactives: top-dose activity change, negative = inhibition, actives largely listed as inhibitors; 390,000 compounds, 0.23% hits; further: potency means the concentration at half of the fitted maximal effect; on the % scale 0 is the no-effect control and ±100 the full control effect; nearly all actives have a fitted effect of over 60% in size; inactives centre near -12
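In this screen, compounds sit with the deubiquitinase complex (1nM) for 15 min at room temperature before Ub-Rho is added at 150nM final. Fluorescence rise is then followed for 6 reads every 60 seconds.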
TrxR1 substrate: rat thioredoxin reductase 1 substrate activity. Potency, µM (titrated, usually from 114 µM), for the others: top-dose activity change, negative = substrate turnover. purified TrxR1 substrate turnover, NADPH consumption readout. 390,000 compounds, 0.01% hits. O89049; further: potency means the concentration at half of the fitted maximal effect; on the % scale 0 is the no-effect control and ±100 the full control effect; nearly all actives have a fitted effect of over 50% in size
Target sequence (O89049 whole entry, looked up): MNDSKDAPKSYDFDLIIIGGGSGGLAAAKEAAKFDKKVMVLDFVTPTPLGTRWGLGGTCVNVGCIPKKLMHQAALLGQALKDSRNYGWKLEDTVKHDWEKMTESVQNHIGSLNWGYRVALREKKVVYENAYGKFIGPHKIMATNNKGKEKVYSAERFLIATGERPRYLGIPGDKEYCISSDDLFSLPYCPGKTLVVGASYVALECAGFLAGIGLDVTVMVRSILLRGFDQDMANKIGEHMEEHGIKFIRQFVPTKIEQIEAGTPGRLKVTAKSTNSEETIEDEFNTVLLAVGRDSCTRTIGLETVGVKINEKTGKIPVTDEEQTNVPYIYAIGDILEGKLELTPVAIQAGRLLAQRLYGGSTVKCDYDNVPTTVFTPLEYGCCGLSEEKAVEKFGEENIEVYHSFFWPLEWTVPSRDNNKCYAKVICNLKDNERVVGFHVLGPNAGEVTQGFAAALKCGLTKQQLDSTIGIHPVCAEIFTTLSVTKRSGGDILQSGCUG
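Rat TrxR1, dispensed at 90 nM, was prereduced with 400 uM NADPH (final) for 5 min at ~22 deg C, then incubated with compound 15 min before 400 uM selenite. A first-read NADPH fluorescence drop versus no-compound background flagged substrates.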
TrxR1 inh: rat TrxR1 inhibition; recombinant rTrxR1, NADPH fluorescence consumption, selenite substrate; 390,000 compounds, 1% hits; O89049; AID 588453; Potency, µM (highest dose often 114 µM), for inactives: at the top dose activity change, negative = inhibition, hits mostly inhibitors; further: potency means the concentration at half of the fitted maximal effect; on the % scale 0 is the no-effect control and ±100 the full control effect; nearly all actives have a fitted effect of over 65% in size
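Rat TrxR1 (90 nM in the dispensed reagent) was pre-reduced with 400 uM NADPH for 5 min at room temperature, then incubated with compound for 15 min. After 400 uM selenite was added, NADPH fluorescence (Ex 340/Em 450 nm) was followed for 8 min.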
D2 antagonist: antagonizes the human D2 dopamine receptor. 340,000 compounds, 2% hits. inhibition, % at 10 µM. HEK293 TREx D2 cells, calcium flux, dopamine EC80. AID 485344; in the data active means inhibition above about 30%; further: 0% is about no effect
Target sequence (P14416 whole entry, looked up): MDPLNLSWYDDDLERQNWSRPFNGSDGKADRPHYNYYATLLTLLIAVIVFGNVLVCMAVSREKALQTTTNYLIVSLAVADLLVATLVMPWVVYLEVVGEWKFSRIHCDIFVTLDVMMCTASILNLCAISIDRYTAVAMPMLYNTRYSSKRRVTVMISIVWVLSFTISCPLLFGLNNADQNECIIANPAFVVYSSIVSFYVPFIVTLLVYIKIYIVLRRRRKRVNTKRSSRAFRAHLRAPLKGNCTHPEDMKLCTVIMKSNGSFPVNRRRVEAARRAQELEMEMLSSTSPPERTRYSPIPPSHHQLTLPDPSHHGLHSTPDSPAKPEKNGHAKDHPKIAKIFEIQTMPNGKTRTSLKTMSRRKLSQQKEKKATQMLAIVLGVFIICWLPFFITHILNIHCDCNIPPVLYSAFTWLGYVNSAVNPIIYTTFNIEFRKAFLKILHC
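Measurement of antagonist activity uses fluorescent calcium dye in inducible HEK293 T-REx D2 cells: 10 s baseline, compound addition with 180 s read, EC80 dopamine addition with a further 180 s read.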
D2 agonist: agonists of human D2 dopamine receptor | P14416 | HEK293 T-REx D2 cells, calcium flux agonist mode | activation, % at 2 µM | 340,000 compounds, 0.53% hits | AID 485358;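 active means activation over 3 SD above normal in the single-dose calcium agonist read, cut at about 30% in these data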; further: 0% is about no effect
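Tetracycline-induced HEK293 Trex cells with D2 receptor force-coupled to calcium signaling, plated overnight at 30 C and loaded with no-wash calcium dye. Calcium flux read kinetically for 180 s after compound addition; responses flag agonists.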
Starred values were filed as active, the others as inactive; ? = inconclusive; · = no result given; & = joins results of further samples; [ ] = dose if it differs, or a comment. Unless noted, the call rests on the fitted dose curve; in most records, active means well fitted inhibition curve with a large enough effect; inconclusive means small, poorly fitted or top-dose-only effect; inactive means no such curve, though single readings can be large or run the other way.

SMILES	IDH1 R132H inh	TRHR ag	TRHR PAM	PI4K2A block	USP1-UAF1 inh	TrxR1 substrate	TrxR1 inh	D2 antagonist	D2 agonist
CCOC(=O)Cc1cn(C(=O)OC(C)(C)C)c2ccccc12	2.8%	-0.8	2.3	0.2	?	0.0%	9.7%	-12.2	-1.1
Cc1ccc(S(=O)(=O)NCC(=O)OCC(=O)NCc2ccc3c(c2)OCO3)cc1	-5.0%	-0.1	-0.1	-3.2	1.6%	0.0%	4.2%	-40.9	-1.7
CC(C)(C)OC(=O)C[C@H]1C/C=C\C[C@@H](CC(=O)N[C@@H](CO)Cc2ccccc2)C(=O)NCCOC1=O	-5.4%	·	·	6.1	?	0.4%[57.1 µM]	15.0%[57.1 µM]	·	·
CC(C)NCC(O)c1ccc2ccccc2c1 (centres undefined)	-4.9%	-1.5	1.5	-4.9&2.6	-30.4%	2.9%	11.7%	·	·
COc1cc(OC)cc(-c2nc3nc(C)c(CCC(=O)NCC(OC)OC)c(C)n3n2)c1	-10.6%	0.7	-3.5	-3.2	-20.8%	0.9%	14.5%	-4.7	0.8
CCOC(=O)c1c2ccccc2[n+]([O-])n1CCO	8.3%	0.1	18.1	0.0	12.4%	-2.2%	27.9%	6.6	0.0
CCCCOc1ccc(CSCCN)cc1Cl	-10.4%	1.3	7.9	5.5	-22.2%	3.3%	27.5%	-2.0	3.5
C/C(=N/Nc1nc(-c2ccc(Cl)cc2)cs1)c1cccs1	3.8%	0.1	-1.9	-5.2	-17.3%	-2.2%	-8.1%	-10.5	0.5
O=C(CCC(=O)c1ccc(Oc2ccccc2)cc1)Nc1cccc(Cl)c1Cl	-0.6%	0.1	-5.9	5.4	-19.6%	3.4%	23.5%	8.6	-0.1
O=C(Cc1cccc2ccccc12)N1CCN(c2ncccn2)CC1	2.9%	-0.3	-0.6	-7.9	-0.8%	9.5%[57.1 µM]	11.8%[57.1 µM]	8.8	-0.8
Cc1cc(NC(=O)CSc2nc3cc(C)c(C)cc3cc2C)no1	1.8%	-1.0	-1.6	7.7	-9.5%	6.9%	20.0%	-9.7	0.9
CN(C)S(=O)(=O)c1ccc(NC(=O)c2cc(-c3cccs3)nc3ccccc23)cc1	-2.9%	0.8	-1.7	5.1	-11.2%	58.3%[activator]	2.6%	-7.5	·
COc1ccc(CCNc2ncnc3c2cnn3-c2ccc(C)cc2)cc1	12.4%	0.2	1.4	-1.6	-28.5%	0.8%[57.1 µM]	4.0%[57.1 µM]	·	0.2
C=C(C)c1ccc(C(C)(C)NC(=O)N(Cc2ccccc2)Cc2ccco2)cc1	7.3%	2.1	-4.3	-10.9	-4.2%	4.7%	15.1%	-5.6	2.4
COc1ccccc1NCC(=O)c1ccc(C)c(C)c1	-17.8%	-0.5	-10.2	0.9	-16.2%	4.7%	20.6%	7.4	0.9
Oc1ccc(/C=N/Nc2nc(N3CCCCCC3)nc(N3CCCCCC3)n2)c(O)c1	7.6%	0.0	1.5	-5.3	-10.5%	-6.0%[57.1 µM]	12.3%[57.1 µM]	8.2	4.4
CCCCn1c(SCC(=O)Nc2cc(C)on2)nc2ccsc2c1=O	8.5%	0.3	0.0	0.6	4.0%	5.5%	7.9%	·	-0.2
CCOc1cccc(/C(O)=C2/C(=O)C(=O)N(CCOC)C2c2ccco2)c1 (centres undefined)	-0.5%	-0.3	6.5	-7.5	-7.3%	-12.6%	?	14.2	0.2
COc1ccccc1CNC(=O)C1CSC2(C)CCC(=O)N12 (centres undefined)	22.5%	0.3	-4.2	0.5	-10.4%	5.0%	7.4%	6.7	0.3
CCOC(=O)N1CCC(N2CCN(S(=O)(=O)c3ccc(C)cc3)CC2)CC1	7.2%	-0.1	2.0	-1.2	-2.9%	2.7%	18.3%	-2.7	-0.2
CCCc1cc(=O)oc2cc(OCC(=O)N(C)C)c(Cl)cc12	-3.0%	0.6	-2.2	2.0	5.2%	5.6%	-6.9%	6.8	-0.2
O=C1C2C3C=CC(C4CC34)C2C(=O)N1/N=C/c1ccc([N+](=O)[O-])o1 (centres undefined)	0.9%	-1.5	-0.8	0.2	-13.2%	-3.6%[57.1 µM]	14.1µM*	1.6	0.0
CCC(C)n1c(=O)c2sccc2n2c(CCCC(=O)N3CCN(c4ccccc4)CC3)nnc12 (centres undefined)	-2.7%	-0.3	3.6	-4.9	-16.7%	2.6%	13.2%	·	0.9
O=C(NCC1CCCO1)C1CCN(S(=O)(=O)Cc2ccccc2)CC1 (centres undefined)	-1.4%	0.3	-5.4	-8.9	-1.5%	-9.0%	-8.5%	15.6	0.5
Cc1ccc2c(c1)nnn2C1CCN(CC(=O)Nc2ccc3c(c2)OCCO3)CC1	12.6%	0.5	12.6	-5.1	-15.9%	1.1%	4.5%	-18.2	-1.5
Cc1ccc(S(=O)(=O)Nc2ccc3c(c2)n(C)c(=O)n3C)cc1	-0.2%	-0.5	2.3	2.6	-15.9%	-0.6%	19.5%	6.1	0.2
Cc1onc(C(=O)NC(C)c2ccccc2)c1[N+](=O)[O-] (centres undefined)	3.5%	-1.2	1.5	-1.4	-9.7%	0.9%	25.2%	-2.4	-1.5
O=S(=O)(NCCC1CC1(Cl)Cl)c1ccccc1 (centres undefined)	6.2%	-1.1	-2.0	-0.8	-13.1%	-0.6%[57.1 µM]	10.5%[57.1 µM]	0.8	-0.5
CN(C)CCN(C(=O)c1ccco1)c1nc2c(F)cc(F)cc2s1	-9.2%	0.4	2.0	-0.8	-16.7%	-5.5%	10.3%	·	1.6
CC(C)(C)n1nc(-c2ccc(F)cc2)c2c(N)ncnc21	9.4%	2.0	3.2	7.2	-14.5%	1.5%	3.4%	-11.9	11.8
COc1ccc(NC(=O)C2CC2)cc1-n1cnnn1	1.5%	-0.3	-0.1	3.5	5.0%	-10.8%	21.5%[57.1 µM]	-1.2	-1.5
Cc1cc(C)c2c(=O)cc(C(=O)Nc3c(C)n(C)n(-c4ccccc4)c3=O)oc2c1	0.0%	1.3	0.7	-2.9	-4.7%	0.4%	7.8%	·	-1.0
CCN(CC(=O)Nc1ccccc1OC)C(=O)c1cc(-c2ccccc2)nn1-c1ccccc1	1.5%	0.8	-4.0	3.5	-24.4%	-1.2%	13.5%	16.8	-0.1
O=C(O)c1ccc(NS(=O)(=O)c2cc(Cl)ccc2Cl)cc1	2.2%	1.8	14.0	0.8	-11.6%	-4.3%	-6.0%	-20.8	-1.0
Cc1ccc(N=C2c3ccccc3C(=O)C2[N+](=O)[O-])cc1C (centres undefined)	-1.7%	0.1	-6.3	5.9	-18.9%	-9.3%	6.3%	·	·
CCOC(=O)N1CCC(=C2c3ccc(Cl)cc3CCc3cccnc32)CC1	?	1.3&-0.2	3.2&-0.7	0.7&-1.4&-5.6	-26.3%	6.1%[57.1 µM]	12.9%[57.1 µM]	14.1&20.7	2.8&0.4
O=C(NCCN1CCCC1)C1COc2ccccc2O1 (centres undefined)	9.3%	-0.8	6.3	3.8	-16.8%	-3.9%	19.2%[57.1 µM]	0.6	1.0
COc1ccc(C(=O)N[C@H](C(=O)Nc2sccc2C(N)=O)C(C)C)cc1	3.9%	-1.6	5.5	7.3	-9.5%	-1.3%	6.4%	-33.8	-1.0
C(=N/N1CCN(c2ccccc2)CC1)/c1cccs1	5.0%	0.5	-5.7	5.7	-11.1%	5.4%	29.1%	4.7	-1.3
COc1ccc(S(=O)(=O)N2CCN(CCC(=O)Nc3ccccc3F)CC2)cc1	-2.2%	-0.3	-3.0	-0.9	-15.7%	7.3%	3.8%	-5.6	-0.5
O=[N+]([O-])c1cc(C(F)(F)F)cc([N+](=O)[O-])c1NCCNC(=S)Nc1ccc(Cl)c(Cl)c1	-4.8%	0.7	-2.6	15.7	-11.9%	1.4%	29.7%	7.2	1.1
CCn1c(SCC(=O)Nc2nc(C)cs2)nnc1-c1ccoc1C	5.4%	-0.1	-1.7	-0.3	-6.0%	-7.4%	-5.8%	-14.5	0.0
Cc1ccc(OCC(=O)NS(=O)(=O)c2ccccc2)cc1	1.4%	-0.1	-5.9	-2.1	-11.0%	4.0%[57.1 µM]	3.6%[57.1 µM]	13.8	0.1
C(=N\n1cnnc1)/c1cccc2ccccc12	-1.8%	0.5	-6.8	-0.1	4.2%	-1.8%	4.8%	1.8	0.8
CC(=O)Nc1ccc(S(=O)(=O)N2CCc3ccccc3C2)cc1	-7.0%	1.0	-8.2	4.7	-9.2%	-3.0%	4.0%	2.4	0.1
O=C(COC(=O)CNC(=O)C1CCCCC1)NCc1ccccc1	4.1%	0.4	-1.1	-0.1	-11.3%	6.7%	22.4%	-14.9	0.1
COc1cccc(CNC(=O)C2CCC(CNS(=O)(=O)c3cccc4nsnc34)CC2)c1 (centres undefined)	2.9%	-0.3	2.0	0.0	-17.6%	-6.6%	17.6%	-13.6	-0.2
